Screening results from PubChem BioAssay.
H9c2 protect: cardioprotection against H2O2-induced cell death, primary screen, uHTS, H9c2 cells, ATPLite luminescence | 360,000 compounds, 0.63% hits | H9c2 cardiomyocytes, H2O2 injury protection, 2 h | AID 588492, 2011 | protection from H2O2 cell death, % at 20 µM;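 active = compounds giving at least 50% protection of heart cells from peroxide-induced death in the single-dose screen, raw or plate-pattern-corrected value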;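 note: 0% = DMSO wells with peroxide and 100% = DMSO wells without peroxide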
ABHD5-PLIN5 inh: ABHD5-PLIN5 interaction inhibitors, primary screen, cell lysate, split luciferase complementation, luminescence. Perilipin-5 (Homo sapiens) + 1-acylglycerol-3-phosphate O-acyltransferase ABHD5 (Homo …. Split G. princeps luciferase complementation, 4 h. inhibition, % at 4 µM. 360,000 compounds, 0.78% hits. AID 602281, 2012;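 active = inhibition above the mean inhibition across every tested compound plus 3 SD, cut at about 22% in these data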;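 note: 0% = DMSO only wells and the 100% control is not disclosed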
Glyco luc inh: increase of ERlucT glycosylation luciferase signal, primary screen, N-linked glycosylation inhibitor project, D54 ERlucT cells, luminescence, set 2 | reporter increase, % at 12.5 µM | 360,000 compounds, 0.23% hits | D54 ERlucT glycosylation luciferase reporter, 24 h; percent of 100 nM tunicamycin response;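 active = mean luciferase reporter signal, scaled so untreated is 0 and the glycosylation-blocking control 100, at or above a set limit in every replicate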;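 note: luciferase carries N-glycosylation sites so blocking glycosylation raises the light; 0% = median of neutral control wells and 100% = median of 100 nM tunicamycin wells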
MC4R antagonist: MC4R antagonists of cAMP signaling, primary screen, cell-based, TR-FRET, antagonist arm of biased-ligand search. inhibition, % at 6.5 µM. Melanocortin receptor 4 (Homo sapiens), P32245. 360,000 compounds, 0.48% hits. MC4R-expressing cells, MTII-stimulated cAMP, LANCE TR-FRET. AID 540295, 2011;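 active = inhibition above its plate's cutoff, the mean of tested wells on that plate plus 3 SD, cut at about 29% in these data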;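 note: 0% = Melanotan II alone and 100% = Melanotan II plus saturating MCL0020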
Target sequence (P32245 whole entry, looked up): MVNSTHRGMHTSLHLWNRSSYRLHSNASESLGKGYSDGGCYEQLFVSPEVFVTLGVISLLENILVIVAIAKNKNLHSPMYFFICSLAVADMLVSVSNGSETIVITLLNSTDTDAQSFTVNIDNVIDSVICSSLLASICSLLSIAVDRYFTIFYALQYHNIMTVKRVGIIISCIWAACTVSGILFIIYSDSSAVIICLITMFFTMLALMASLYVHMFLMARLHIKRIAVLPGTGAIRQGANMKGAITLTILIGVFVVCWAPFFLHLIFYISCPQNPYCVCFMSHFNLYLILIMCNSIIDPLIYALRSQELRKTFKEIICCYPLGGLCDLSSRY
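system = U2OS cells with stable human MC4R expression | also added = Melanotan II challenge after compound preincubation | dosing = one concentration, 6.5 µM nominal | incubation = compound 30 min, challenge 1 h, detection 1 h | measured by = TR-FRET with Eu-cAMP and labeled anti-cAMP, 671 nm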
Granule exo inh: LAMP-1 surface exposure blockers, TALL-104 cells – cell-based, flow cytometry, MLPCN library, primary screen; TALL-104 LAMP-1 surface exposure; cells stimulated with thapsigargin and PMA; inhibition, % at 10 µM; 360,000 compounds, 0.66% hits; AID 651702, 2012;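 active = inhibition above about 55%, limit read from the data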
PDI inh: inhibitors of human PDI, primary screen, biochemical, turbidity, single point, plate reader; Protein disulfide-isomerase (Homo sapiens), P07237; PDI insulin aggregation turbidity, A650, 90 min; inhibition, % at 10 µM; 350,000 compounds, 0.052% hits; AID 588391, 2011;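 active = mean inhibition across replicates of 30% or more, whatever share of single replicates reach that level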;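 note: absorbance from insulin aggregation driven by PDI reduction with DTT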
Target sequence (P07237 whole entry, looked up): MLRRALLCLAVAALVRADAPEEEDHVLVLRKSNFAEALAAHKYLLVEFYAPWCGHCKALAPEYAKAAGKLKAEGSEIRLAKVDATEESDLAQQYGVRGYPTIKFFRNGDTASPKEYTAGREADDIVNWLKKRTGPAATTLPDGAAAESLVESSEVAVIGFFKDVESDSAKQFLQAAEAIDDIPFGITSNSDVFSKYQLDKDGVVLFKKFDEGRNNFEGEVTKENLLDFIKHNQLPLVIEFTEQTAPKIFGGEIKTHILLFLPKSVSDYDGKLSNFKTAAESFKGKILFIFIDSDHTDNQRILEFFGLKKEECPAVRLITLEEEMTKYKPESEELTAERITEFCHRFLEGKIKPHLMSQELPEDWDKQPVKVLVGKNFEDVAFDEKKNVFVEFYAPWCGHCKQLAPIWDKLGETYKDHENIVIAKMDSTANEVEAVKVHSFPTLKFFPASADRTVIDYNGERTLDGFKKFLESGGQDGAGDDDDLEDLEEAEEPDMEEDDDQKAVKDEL
MC4R barr agon: MC4R agonists recruiting beta-arrestin, primary screen, cell-based, luminescence, agonist arm of biased-ligand search | Melanocortin receptor 4 (Homo sapiens), P32245 | U2OS MC4R beta-arrestin complementation; percent of melanotan II response, DMSO zero | activation, % at 8.9 µM | 360,000 compounds, 0.98% hits | AID 540308, 2011;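 active = activation above a per-plate cutoff, the mean activation of sample wells on that plate plus 3 SD, cut at about 8% in these data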
CaV13 ICDI inh: Primary screen for inhibitors of IQ motif and Ca2+-dependent inactivation inhibitor domain binding in CACNA1D, Förster resonance energy transfer in living cells, …. HEK cells, CFP/YFP FRET ICDI-IQ, plate reader, 10 min; percent FRET-ratio fall versus neutral wells. inhibition, % at 12.3 µM. 340,000 compounds, 0.098% hits. AID 743397;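 active = mean replicate inhibition of at least 30% and at least 1% of replicates passing that level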;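 note: 0% = median of the neutral control wells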
HTR2A ag: mouse Htr2a agonists via beta-arrestin recruitment, primary screen, cell-based, luminescence; 5-hydroxytryptamine receptor 2A (Mus musculus), P35363; CHO-K1 mHTR2A beta-arrestin complementation; percent of 30 µM serotonin response; 360,000 compounds, 0.66% hits; activation, % at 7.6 µM;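 active = activation above a run cutoff, the mean activation of all tested compounds plus 3 SD, cut at about 14% in these data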;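 note: 0% = plate median of compound wells and 100% = 30 µM serotonin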
ABCB6 inh 2: ABCB6 transporter inhibitors, primary screen, K562-ABCB6 cells, flow cytometry, MLPCN library; K562-ABCB6 porphyrin accumulation, 1 h; stronger effect = lower value; fluorescence ratio to DMSO, % at 10 µM; 360,000 compounds, 0.19% hits; AID 602162, 2011;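 active = fluorescence ratio to DMSO below 75%, the collection mean minus 3 SD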;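 note: signal is porphyrin accumulated inside mitochondria; 100% equals median channel fluorescence of DMSO control wells; lower ratio means ABCB6 inhibition with less porphyrin fluorescence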
An asterisk follows results filed as active; · = no result given.

SMILES | H9c2 protect | ABHD5-PLIN5 inh | Glyco luc inh | MC4R antagonist | Granule exo inh | PDI inh | MC4R barr agon | CaV13 ICDI inh | HTR2A ag | ABCB6 inh 2
CCOc1ccccc1-n1c(SCC(=O)N2CCCc3ccccc32)nnc1-c1cccnc1 | 0 | 6 | -5 | -1 | 1 | -9 | 0.7 | -4 | 1 | 104
CN1CCN(CC(=O)Nc2nc(-c3c[nH]c4ccccc34)cs2)CC1 | 9 | 8 | 3 | 8 | -2 | 2 | -0.3 | -5 | -10 | 97
O=C(Nc1ccncc1)C1CC(=O)N(Cc2ccccc2)C1 (centres undefined) | 1 | -7 | 1 | 4 | -3 | -1 | -5.0 | -13 | 4 | 97
Cc1ccccc1Nc1cc(C)c2c(O)cccc2n1 | -18 | -3 | -3 | 1 | -2 | 8 | -0.2 | -6 | 6 | 97
CCCCOc1ccc(C(=O)N(C)CC(=O)Nc2ccc(C)cc2)cc1 | -4 | -2 | 0 | -6 | 10 | -10 | -1.2 | -21 | 2 | 102
O=C(CSCc1c(Cl)cccc1Cl)N1CCOCC1 | 0 | 1 | 0 | 5 | -2 | -4 | 0.0 | -16 | 8 | 99
CC(C)c1ccc(NC(=O)Cn2cccc2C2=NC(c3ccccc3)CO2)cc1 (centres undefined) | -6 | -7 | -4 | 7 | 2 | 0 | 1.6 | -1 | -8 | 99
O=C(NCc1ccccn1)c1ccc(Cl)cc1Cl | 3 | -5 | 0 | 5 | 0 | -6 | -1.3 | · | -2 | 95
Cn1nc(CC#N)c2c(=N)n(N)cnc21 | 5 | 0 | -1 | -2 | 0 | -2 | -1.2 | -6 | 2 | 99
COc1ccc(NC(=O)CCc2c(C)nc3nc(C)nn3c2C)cc1 | 12 | -1 | · | -7 | -1 | -3 | -1.7 | -6 | 7 | 105
CSc1nnc(NC(=O)c2cc3ccccc3oc2=O)s1 | 55* | -8 | 0 | 1 | -4 | 2 | -1.8 | -6 | -2 | 103
COc1ccc(CCn2c(S)nc3ccccc3c2=O)cc1 | 5 | -3 | 2 | 21 | -1 | 4 | 5.0 | -4 | 2 | 99
COc1ccc(Cc2nc3ccc(C(=O)N4CCCN(C=O)CC4)cc3o2)cc1 | 7 | 1 | 0 | -3 | -1 | -2 | -2.0 | -3 | 1 | 98
CCOc1ccc(C(C)=O)cc1COC(=O)CCc1cc(OC)c(OC)c(OC)c1 | -4 | 2 | 1 | 24 | 13 | -5 | 0.1 | -3 | 4 | 96
O=C(O)c1cccc(Nc2nc3ccccc3nc2NS(=O)(=O)c2cccs2)c1 | -3 | 0 | -1 | 2 | 3 | -8 | 0.5 | -15 | -4 | 105
CCOc1ccc(NC(=O)C2CCN(S(=O)(=O)c3ccc4c(c3)CC(C)N4C(C)=O)CC2)cc1 (centres undefined) | -3 | -9 | -4 | 3 | -2 | 6 | -4.5 | -2 | -1 | 101
COc1ccc(NC(=O)c2sc(-c3ccccc3)nc2C)c(OC)c1 | -3 | 3 | -1 | 3 | -2 | -7 | 5.7 | -2 | 3 | 96
COc1cc(-c2nnc(NC(=O)CS(=O)(=O)c3ccc(C)cc3)o2)cc(OC)c1OC | -3 | 3 | 3 | 3 | 4 | -2 | -1.3 | · | 0 | 106
O=C1C=C(N2CCCCCC2)C(=O)N1c1ccc(Cl)cc1 | -14 | 10 | -7 | 17 | 4 | -5 | 2.6 | -5 | -8 | 96
O=C(c1ccc(F)cc1)N1CCN(c2cnn(-c3ccccc3)c(=O)c2Cl)CC1 | -2 | -7 | -3 | 1 | 0 | -3 | 1.4 | -4 | 0 | 103
Cc1ccccc1S(=O)(=O)N1CCN(C)CC1 | -1 | 6 | 0 | 5 | 3 | -2 | -0.4 | -2 | 9 | 100
Cc1ccc(C)c(CN2CCC(CNC(=O)CCc3nnc4ccc(N5CCC(C)CC5)nn34)CC2)c1 | 1 | 9 | 6 | -3 | 5 | 7 | -0.6 | -3 | -4 | 89
COc1ccc(-c2nc(CS(=O)CC(=O)N3CCc4ccccc4C3)c(C)o2)cc1 (centres undefined) | 17 | 1 | -2 | 1 | -2 | · | -1.6 | -12 | -2 | 100
CC(=O)C1=C(O)CC(c2ccccc2)CC1=NCCc1ccccc1 (centres undefined) | 0 | -3 | -1 | 6 | -3 | -13 | -2.0 | -1 | 0 | 95
CC1(C(=O)Nc2ccc3[nH]ncc3c2)CCN1C(=O)C/C=C/c1ccccc1 (centres undefined) | 13 | 4 | -2 | 1 | 42 | -3 | -1.3 | -5 | -3 | 109
CN(C1CCS(=O)(=O)C1)S(=O)(=O)c1ccc2ccccc2c1 (centres undefined) | -4 | 4 | -3 | 7 | -11 | 2 | -0.5 | -5 | 3 | 96
CC(C)(C)c1ccc2c(c1)OC(C(=O)N/N=C\c1ccncc1)CO2 (centres undefined) | -4 | -2 | 1 | 2 | 4 | 0 | -3.1 | -4 | -6 | 96
COc1ccc(-c2nn(C)c3sc(C(=O)NCCN(C)C)cc23)cc1OC | 4 | 3 | 15 | -17 | 2 | 10 | -1.9 | -10 | -5 | 91
Cc1csc(NC(=O)c2cc(-c3ccccc3)nc3ccccc23)n1 | 6 | 12 | -3 | -2 | -1 | -33 | 12* | -4 | 2 | 85
CC1(C)CC(=O)c2cc3c(N)c(C(=O)NCc4ccccc4)sc3nc2C1 | 3 | -2 | -1 | -2 | -4 | 0 | -0.3 | · | 0 | 104
CCn1c(N)c(C(=O)NC2CCCCC2)sc1=S | -2 | 15 | -1 | 8 | 5 | 2 | 2.8 | -9 | 3 | 93
COc1cc(/C=C/C(=O)O)cc(S(=O)(=O)N(CC(C)C)CC(C)C)c1OC | 4 | 3 | 3 | 4 | 1 | -6 | 2.4 | 20 | 7 | 90
CCOC(=O)N1CCN(C(=O)CNC(=O)C23CC4CC(CC(C4)C2)C3)CC1 | 7 | 10 | 1 | -6 | 2 | 4 | 0.1 | -7 | 3 | 106
CC1=C(C(=O)N(C(C)C)C(C)C)CC(CC(=O)NCc2cccc3ccccc23)C(=O)N1Cc1ccc(F)cc1 (centres undefined) | 6 | -10 | -4 | · | 3 | · | · | -6 | -5 | 99
Cc1cc(=O)oc2cc(NC(=O)c3ccnn3C)ccc12 | 2 | -4 | 0 | 10 | -1 | -7 | -1.5 | · | -7 | 102
O=C(C1CC(=O)N(C2CCCCC2)C1)N1CCN(c2cccc(C(F)(F)F)c2)CC1 (centres undefined) | -2 | -4 | 0 | 7 | -4 | -3 | -3.7 | · | 6 | 91
COc1ccc(/C=C2\SC(=S)N(CCCC(=O)Nc3ccc(C(=O)O)cc3)C2=O)cc1OC | 7 | 6 | 0 | 2 | 6 | -9 | 0.2 | -5 | 3 | 101
c1ccc(-c2csc(-n3cccn3)n2)cc1 | -2 | -2 | 1 | 5 | -2 | -6 | -0.2 | -7 | 4 | 101
Cc1cc(C([O-])=C(C(=S)Nc2ccc(F)cc2)[n+]2ccccc2)c(C)n1-c1ccc(F)cc1 | 0 | -18 | -7 | 12 | 4 | 1 | -0.5 | -10 | 3 | 106
CN(C(=O)c1ccc(COc2ccccc2Cl)o1)c1ccccc1 | -4 | 9 | 0 | 5 | 23 | -5 | 0.4 | -10 | -11 | 100
C/C(=N\NC(=O)CNc1cccc(C(F)(F)F)c1)c1cccc(Br)c1 | -12 | -11 | 2 | 3 | -2 | 2 | -1.1 | -6 | 2 | 97
O=C(NCC(c1cccs1)N1CCOCC1)c1ccccc1NS(=O)(=O)c1ccc(Br)cc1 (centres undefined) | -7 | 1 | -2 | 16 | 5 | 11 | -1.6 | -4 | -5 | 100
CCCCn1c(C(C)NC(=O)COC)nc2ccccc21 (centres undefined) | 1 | 3 | 0 | 3 | 0 | 1 | -2.2 | -3 | -3 | 91
CCOc1ccc2c(S(=O)(=O)O)cccc2c1[N+](=O)[O-] | 1 | 2 | 2 | 3 | 6 | 3 | -2.1 | -10 | 9 | 94
Cc1nc2ccccc2nc1OCC(=O)NCc1ccc2c(c1)OCO2 | 10 | 5 | 2 | 5 | 2 | 10 | -0.7 | 0 | 3 | 93
O=C(CSc1n[nH]c(=O)[nH]c1=O)NCC1CCCCC1 | 4 | -4 | 0 | 9 | -1 | 2 | 0.7 | -6 | 2 | 97
COCCn1c(SCC(=O)NC(=O)NC(C)(C)C)nc2ccccc21 | -4 | -1 | 1 | 14 | 0 | -10 | -3.8 | -7 | 4 | 102
O=C(Cc1ccc(NS(=O)(=O)c2ccc(F)cc2)cc1)NCc1cccnc1 | -4 | 1 | -2 | -2 | -3 | 19 | -1.3 | -3 | 6 | 92
O=C(Nc1ccccc1C(=O)O)c1cccc(NC(=O)c2ccc(Br)o2)c1 | 5 | 5 | 2 | 4 | -3 | 2 | 0.9 | · | 2 | 106
Cc1ccc(N(O)C(C)(C)C)cc1 | -3 | -2 | -2 | 2 | -9 | -1 | 0.5 | -5 | 4 | 94

Next part; the last two above are carried over.
SMILES | H9c2 protect | ABHD5-PLIN5 inh | Glyco luc inh | MC4R antagonist | Granule exo inh | PDI inh | MC4R barr agon | CaV13 ICDI inh | HTR2A ag | ABCB6 inh 2
O=C(Nc1ccccc1C(=O)O)c1cccc(NC(=O)c2ccc(Br)o2)c1 | 5 | 5 | 2 | 4 | -3 | 2 | 0.9 | · | 2 | 106
Cc1ccc(N(O)C(C)(C)C)cc1 | -3 | -2 | -2 | 2 | -9 | -1 | 0.5 | -5 | 4 | 94
COc1ccc2[nH]c3c(c2c1)CCN1C(=O)C(CC(=O)NC(C)(C)C)C[C@H](C(=O)N2CCCCC2)[C@@]31C (some centres undefined) | -2 | 1 | 2 | 9 | -2 | 1 | 0.9 | -4 | 0 | 97
COc1cccc(N2CCN(CC(=O)NC3=Nc4ccccc4N=C(C)C3c3ccccc3)CC2)c1 (centres undefined) | 8 | 4 | 0 | -1 | 9 | 7 | -1.6 | -4 | -1 | 90
O=C(CSc1nnnn1-c1cccc(F)c1)Nc1nc2ccccc2s1 | -10 | 5 | 0 | 15 | -3 | 2 | 1.0 | · | 8 | 106
CC1C(=NO)C(C)C(c2ccc(N(C)C)cc2)NC1c1ccc(N(C)C)cc1 (centres undefined) | 0 | -1 | 4 | 6 | 1 | -7 | -0.5 | -7 | -2 | 101

Hits appear at their usual frequency; about 4.2% have a hit in one of these screens.
